# Screening data (PubChem BioAssay)
# GLS inh – inhibitors of human glutaminase (GLS); Potency, µM (doses to about 45.5 µM), for the others: at the highest dose activity change, negative = inhibition, hits mostly inhibitors; AID 624170; 0.21% of 410,000 active; GLS enzymatic activity, qHTS titration; also: potency is read from the fitted curve at half-maximal effect
#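 hKGA in 45 mM KH2PO4 (pH 8.2), 0.02% Tween-20 with compound, then 1mM L-Glutamine (stock as added) plus glutamate oxidase/HRP/Amplex red coupling mix. Fluorescence read initially and after 30 min at RT; signal change reflects glutamate formation.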
# ALOX12 inh – blocks human arachidonate 12S-lipoxygenase | P18054 | purified 12hLO, xylenol orange hydroperoxide absorbance | AID 1671190 | 1.1% of 580,000 active | Potency, µM (series often up to 108 µM), for inactives: top-dose activity change, negative = inhibition, actives largely listed as inhibitors; also: potency is read from the fitted curve at half-maximal effect
# Target sequence (P18054 whole entry, looked up): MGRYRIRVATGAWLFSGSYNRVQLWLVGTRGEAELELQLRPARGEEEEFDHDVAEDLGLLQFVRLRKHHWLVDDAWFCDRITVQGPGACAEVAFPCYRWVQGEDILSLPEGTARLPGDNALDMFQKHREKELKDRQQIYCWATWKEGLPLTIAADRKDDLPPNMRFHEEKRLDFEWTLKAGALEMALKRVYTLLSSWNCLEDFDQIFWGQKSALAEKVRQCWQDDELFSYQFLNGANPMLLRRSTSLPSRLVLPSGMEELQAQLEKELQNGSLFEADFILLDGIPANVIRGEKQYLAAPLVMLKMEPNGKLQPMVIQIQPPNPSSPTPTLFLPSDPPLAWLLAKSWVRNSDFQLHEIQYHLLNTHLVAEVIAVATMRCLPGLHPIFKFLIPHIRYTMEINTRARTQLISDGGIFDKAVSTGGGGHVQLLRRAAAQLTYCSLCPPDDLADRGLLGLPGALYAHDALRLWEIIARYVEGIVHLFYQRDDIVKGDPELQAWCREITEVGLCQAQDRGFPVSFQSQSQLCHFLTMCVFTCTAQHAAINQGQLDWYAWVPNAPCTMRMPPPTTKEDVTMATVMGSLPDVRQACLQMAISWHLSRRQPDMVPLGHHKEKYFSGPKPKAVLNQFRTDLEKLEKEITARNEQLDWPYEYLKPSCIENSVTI
#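 Purified human 12hLO at 150 nM in 25 mM Hepes, 0.01% Triton X-100, pH 7.0, preincubated 15 min at room temperature with compound. Reaction started with 40 uM arachidonic acid, 30 min at room temperature. Hydroperoxide measured by Fe-xylenol orange, 573/405 nm absorbance ratio.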
# PI4K2A inh – inhibitors of human PI4K2A; purified PI4K2A, ADP-Glo luminescence, 1 h; stronger effect = lower value; 0.13% of 420,000 active; AID 1346378; activity change, negative = inhibition, % at 76.9 µM; Q9BTU6; in the data active = activity change below about -50%; inconclusive = mostly about -30% to -49%;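 also: -100% = wells without enzyme as full effect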
#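 In this quantitative HTS, ADP production by PI4K2A was quantified luminescently after 1 h at ambient temperature; 100 microM adenosine served as plate-quality control.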
# * = called active by the depositor; ? = inconclusive. Unless noted, calls follow the shape of the dose curve; as a rule, active = well fitted inhibition curve with a large enough effect; inconclusive = small, poorly fitted or top-dose-only effect, or another doubt; inactive = no such curve, though single readings can be large or run the other way. Unless noted, % is scaled to controls: 0 for no effect and ±100 for the full control effect. A portion of the library (hit frequency here may not be typical).
# Sequence of screens – GLS inh, ALOX12 inh, PI4K2A inh
[1] C[C@@H]1CN([C@H](C)CO)C(=O)CCCn2cc(nn2)CO[C@H]1CN(C)S(=O)(=O)c1cccs1
  -6%, -1%, 4
[2] NC(Cc1ccc(Cl)cc1)c1csc(Nc2ccc(S(N)(=O)=O)cc2)n1 (centres undefined)
  16%, -16%, -3
[3] C#Cc1ccc(NC(=O)C2(C)CCN2C(=O)c2cc(C)n(C)n2)cc1 (centres undefined)
  8%, 2%, 0
[4] Clc1ccccc1NN=Cc1ccccn1
  -3%, ?, -5
[5] CC(C)OC(=O)N(C)C[C@@H]1OCc2cnnn2CCCC(=O)N([C@H](C)CO)C[C@@H]1C
  4%, 8%, 2
[6] COc1ccc(C(=O)c2[nH]c(N)c(C(=O)NCCc3c[nH]c4ccccc34)c2-c2ccccc2Br)cc1
  22%, 0%, -8
[7] CCCOc1ccc(F)cc1-c1cc(C(=O)Nc2ccc(OC)c(OC)c2)[nH]n1
  11%, -3%, 3
[8] COc1ccccc1CCn1cnc(Cc2ccccc2)c1C(C)C
  8%, -18%, -2
[9] NS(=O)(=O)c1ccc(CCNC(=O)COC(=O)Cc2ccc(Cl)cc2)cc1
  -4%, 10%, 7
[10] CC(C)(C)NC(=O)C1c2ccccc2OCC(=O)N1Cc1ccccc1 (centres undefined)
  -5%, 14%, 1
[11] CCCCN1CCCCC1(C)C(=O)NCc1cccs1 (centres undefined)
  -4%, ?, 2
[12] Cc1cc(C)cc(Cn2c3ccc(NC(=O)NCCc4cccs4)cc3c(=O)n2C)c1
  2%, ?, -2
[13] CCS(=O)(=O)C1C(=O)N(C)C(S(=O)(=O)CC)C(=O)N1C (centres undefined)
  2%, 4%, 7
[14] COc1cc(C(O)c2nc(-c3ccc(C)c(C)c3)cs2)ccc1F (centres undefined)
  4%, ?, 5
[15] Cc1cc(C)n(CCNC(=O)[C@H]2O[C@@H](n3cnc4c(N)ncnc43)[C@H](O)[C@@H]2O)n1
  -13%, -11%, -1
[16] CC(C)CNc1ncnc2c1ncn2[C@H]1CN(Cc2ccco2)C[C@@H](CO)O1
  4%, -18%, -3
[17] CCc1nc2c(OCc3ccccc3C)cccn2c1N(C)C(=O)c1ccco1
  4%, -20%, -6
[18] CC1(C(=O)NS(=O)(=O)c2ccc(Cl)s2)CCN1C(=O)Cc1ccc(-c2ccccc2)cc1 (centres undefined)
  10%, ?, 3
[19] N#Cc1ccc(C(=O)N2CCC3CC2c2cc(N4CCCCC4)ccc23)cc1 (centres undefined)
  -5%, 11%, 6
[20] CCCCS(=O)(=O)NC(=O)C1(C)CCN1C(=O)C/C=C/c1ccccc1 (centres undefined)
  2%, ?, -4
[21] C=CCOc1cccn2c(N(C)C(=O)c3ccncc3)c(CC)nc12
  6%, -11%, -6
[22] CC(C)C1C(=O)N(Cc2cn(CCC3OCCO3)nn2)CCS(=O)(=O)N1Cc1ccc(-c2ccc(Cl)c(Cl)c2)cc1 (centres undefined)
  0%, 1%, -2
[23] Cc1ccc([C@H]2C[C@H](O)[C@@H](n3cc(-c4ccc(F)cc4)nn3)CN2Cc2cccs2)cc1
  -10%, ?, -3
[24] CC(=O)NC(c1cccc(F)c1)c1nc(-c2ccccc2C)cs1 (centres undefined)
  0%, 4%, -3
[25] CC(C)NC(=O)N(C)C[C@H]1OCc2cnnn2CCCC(=O)N([C@H](C)CO)C[C@@H]1C
  -1%, -1%, -3
[26] COc1ccc([C@H]2C[C@@H](n3cc(C4CC4)nn3)[C@H](O)CN2CC2CCCCC2)cc1
  2%, 0%, -3
[27] COc1ccc([C@H]2C[C@H](n3cc(-c4ccc(F)cc4)nn3)[C@@H](O)CN2C(=O)C2CCCCC2)cc1
  2%, -2%, 0
[28] C[C@H]1CN([C@@H](C)CO)S(=O)(=O)c2ccc(C#CC3CC3)cc2O[C@H]1CN(C)C(=O)c1cccnc1
  -3%, ?, 2
[29] COc1ccc(NC(=O)C2Cc3c(-c4cccc(F)c4)ccnc3O2)cc1 (centres undefined)
  -8%, 1%, 2
[30] C[C@H](NC(=O)[C@@H]1CCCN1C(=O)OC(C)(C)C)c1ccccc1
  6%, -17%, -3
[31] CN(C)CCNc1nc(-c2ccccc2CO)c2sccc2n1
  10%, 5%, -1
[32] O=c1[nH]c(SCc2ccc(OC(F)(F)F)cc2)nc2c1CCC2
  1%, -1%, -3
[33] COc1ccc([C@H]2C[C@@H](O)[C@H](n3cc(C4CC4)nn3)CN2C(=O)C2CCCCC2)cc1
  5%, -28%, 2
[34] Cc1cccc(OCCC(=O)OCC(=O)N2c3ccccc3NC(=O)C2(C)C)c1
  -1%, -15%, -4
[35] O=c1cc(CN2CCCC2)c2c(ccc3ccccc32)o1
  28%, ?, 2
[36] O=c1n(Cc2ccccc2)c(O)c2n1Cc1ccccc1N=C2c1ccc(C(F)(F)F)cc1
  -1%, -1%, 0
[37] COc1ccc(CN2C[C@H]3CON(C)[C@H]3C[C@H]2c2ccc(-c3cccc(F)c3)cc2)cc1
  -1%, 0%, 5
[38] CCC(CC)C(=O)N(C)c1c(C)nc2c(OCc3cc(Cl)cc(Cl)c3)cccn12
  -20%, -9%, -2
[39] Cc1ccc(Cc2c(-c3ccc(Cl)cc3)nc3ccc(Br)cn23)cc1
  -5%, ?, 0
[40] CC(C)COC(=O)N1CCCCC1c1cc(C(=O)NCc2ccc(F)cc2)no1 (centres undefined)
  -1%, -19%, -1
[41] c1ccc(Oc2ccccc2-c2cc(NCCc3cccnc3)n3nccc3n2)cc1
  2%, -7%, -2
[42] CN(Cc1c(C(=O)N/N=C/c2ccccc2O)nnn1-c1nonc1N)C1CCCCC1
  4%, 6%, 3
[43] CC(=O)Nc1cccc(-c2ccnc3c2CC(C)(C(=O)Nc2cccc(OC(F)(F)F)c2)O3)c1 (centres undefined)
  2%, ?, -2
[44] Nc1ccn([C@@H]2O[C@H](CNCc3cnc(N4CCOCC4)s3)[C@@H](O)[C@H]2O)c(=O)n1
  -5%, 1%, -1
[45] CCc1ccc([C@@H]2C[C@H]3[C@@H](CN2S(=O)(=O)c2ccc(C)cc2)C(=O)C[C@@H](c2ccc(Cl)cc2)N3S(=O)(=O)c2ccc(C)cc2)cc1
  -17%, 6%, 1
[46] COC(=O)[C@]12CCCCC=C1N(Cc1ccc(Cl)cc1Cl)C(=O)[C@H](CC(=O)NCCCN1CCCC1=O)C2
  2%, 21%, 3
[47] C#CCN(C[C@H]1[C@H](OC(=O)NC2CC2)[C@H](OC(=O)NC2CC2)C[C@@H](C(=O)OC)[C@H]1C(=O)OC)S(=O)(=O)c1ccc(C)cc1
  8%, 4%, 4
[48] COc1ccc(NC(=O)c2cc(C3CCCCN3S(=O)(=O)c3c(C)noc3C)on2)c(C)c1 (centres undefined)
  6%, -1%, 0
[49] CSC[C@H]1CN(c2ccc(Br)cc2)C(=O)[C@@H]1CC(=O)Nc1ccc(Br)cc1
  -2%, -23%, 8
[50] CCNC(=O)C1(C)CCCCN1Cc1ccc(C#N)cc1 (centres undefined)
  0%, -18%, 2
[51] O=C1NCCCC1(c1ccccc1)c1ccccc1
  0%, 2%, 0
[52] O=C(NC1CCCC1)C1c2ccccc2OCC(=O)N1CCc1c[nH]c2ccccc12 (centres undefined)
  12%, -3%, -1
[53] O=C(NCc1cc(Cl)cc(Cl)c1)c1ccc2nc([C@@H]3O[C@H](CO)[C@H](O)[C@H](O)[C@H]3O)[nH]c2c1
  4%, -6%, -3
[54] CC(C)NC(=O)N(C)C[C@@H]1OCc2ccccc2-c2c(n(C)c3ccccc23)C(=O)N([C@@H](C)CO)C[C@@H]1C
  1%, ?, -3
[55] CN(Cc1ccccc1)S(=O)(=O)c1ccc(Cl)c(C(=O)N2CCOCC2)c1
  -3%, -13%, 9
[56] CCOC1=C2CN(S(=O)(=O)c3ccc(C)cc3)[C@@H](c3cccs3)C[C@H]2[C@H]2C(=O)N(c3ccccc3)C(=O)[C@H]2C1
  7%, 3%, 0
[57] Cc1cc2nc(NC(=O)C3(C)CCN3C(=O)C(C)C)[nH]c2cc1C (centres undefined)
  7%, 14%, 1
[58] COc1cc(CN2C(=O)C(Cc3ccccc3)ON=C2c2ncccc2C)cc(OC)c1 (centres undefined)
  0%, -14%, 0
[59] Cc1ccc(CNC(=O)/C=C/[C@H]2O[C@@H](n3cc(C)c(=O)[nH]c3=O)C[C@@H]2O)o1
  6%, -1%, 0
[60] CC(=O)Nc1ccc(CNc2nc(NC(C)C)nc3ccsc23)cc1
  -2%, -6%, 7

# Looked up one by one from above (2):
# Sequence of screens – GLS inh, ALOX12 inh, PI4K2A inh
[60] CC(=O)Nc1ccc(CNc2nc(NC(C)C)nc3ccsc23)cc1
  -2%, -6%, 7
[48] COc1ccc(NC(=O)c2cc(C3CCCCN3S(=O)(=O)c3c(C)noc3C)on2)c(C)c1 (centres undefined)
  6%, -1%, 0

# (more compounds)
# Sequence of screens – GLS inh, ALOX12 inh, PI4K2A inh
[61] CCCc1c(C)nc2scc(-c3ccc(Cl)cc3)n2c1=O
  -19%, 5%, 5
[62] O=C(CCNC(=O)N1CC(=O)Nc2ccccc21)NCc1ccccc1
  0%, -4%, -5
[63] CCOC1=C2CN(S(=O)(=O)c3ccc(C)cc3)[C@@H](c3ccccc3)C[C@H]2[C@H]2C(=O)N(c3ccccc3)C(=O)[C@H]2C1
  -1%, ?, 5
[64] CCN(CCO)CC1CCCC2CCCCC21 (centres undefined)
  6%, ?, -4
[65] Cc1cc(C)n2c(Nc3c(C)cccc3C)c(-c3cccnc3)nc2n1
  24%, 1%, 4
[66] CCCNC(=O)c1cc(C2CCCCN2C(=O)c2ccc3ccccc3c2)on1 (centres undefined)
  5%, -5%, -1
[67] COC(=O)[C@@]1(Sc2ccc(C)cc2)CC(=O)N[C@@H]1c1ccccc1
  1%, ?, -1

# By substructure: the compounds so far containing a Cl atom (12)
# Sequence of screens – GLS inh, ALOX12 inh, PI4K2A inh
[2] NC(Cc1ccc(Cl)cc1)c1csc(Nc2ccc(S(N)(=O)=O)cc2)n1 (centres undefined)
  16%, -16%, -3
[4] Clc1ccccc1NN=Cc1ccccn1
  -3%, ?, -5
[9] NS(=O)(=O)c1ccc(CCNC(=O)COC(=O)Cc2ccc(Cl)cc2)cc1
  -4%, 10%, 7
[18] CC1(C(=O)NS(=O)(=O)c2ccc(Cl)s2)CCN1C(=O)Cc1ccc(-c2ccccc2)cc1 (centres undefined)
  10%, ?, 3
[22] CC(C)C1C(=O)N(Cc2cn(CCC3OCCO3)nn2)CCS(=O)(=O)N1Cc1ccc(-c2ccc(Cl)c(Cl)c2)cc1 (centres undefined)
  0%, 1%, -2
[38] CCC(CC)C(=O)N(C)c1c(C)nc2c(OCc3cc(Cl)cc(Cl)c3)cccn12
  -20%, -9%, -2
[39] Cc1ccc(Cc2c(-c3ccc(Cl)cc3)nc3ccc(Br)cn23)cc1
  -5%, ?, 0
[45] CCc1ccc([C@@H]2C[C@H]3[C@@H](CN2S(=O)(=O)c2ccc(C)cc2)C(=O)C[C@@H](c2ccc(Cl)cc2)N3S(=O)(=O)c2ccc(C)cc2)cc1
  -17%, 6%, 1
[46] COC(=O)[C@]12CCCCC=C1N(Cc1ccc(Cl)cc1Cl)C(=O)[C@H](CC(=O)NCCCN1CCCC1=O)C2
  2%, 21%, 3
[53] O=C(NCc1cc(Cl)cc(Cl)c1)c1ccc2nc([C@@H]3O[C@H](CO)[C@H](O)[C@H](O)[C@H]3O)[nH]c2c1
  4%, -6%, -3
[55] CN(Cc1ccccc1)S(=O)(=O)c1ccc(Cl)c(C(=O)N2CCOCC2)c1
  -3%, -13%, 9
[61] CCCc1c(C)nc2scc(-c3ccc(Cl)cc3)n2c1=O
  -19%, 5%, 5
